Assay outcomes as filed in PubChem BioAssay.
Growth percent in the NCI-60 one-dose screen (48 h, 10 µM unless noted): 100 = growth as untreated, 0 = no growth, -100 = all killed.
NCI-H460: NCI-H460 lung cancer. actives 6.8% (n = 82,000)
NCI-H23: NCI-H23 lung cancer; actives 4% (n = 80,000)
KM12: KM12 colon cancer cells; actives 5% (n = 82,000); AID 1794800
NCI/ADR-RES: NCI/ADR-RES ovarian cells; actives 4.4% (n = 81,000)
NCI-H322M: NCI-H322M lung cancer; actives 2.7% (n = 80,000)
NCI-H522: NCI-H522 lung cancer; actives 8% (n = 78,000); AID 1794739
COLO 205: COLO 205 colon cancer; actives 7.3% (n = 79,000)
NCI-H226: NCI-H226 lung cancer; actives 3.5% (n = 79,000); AID 1794732
IGROV1: IGROV1 ovarian cancer. actives 4.7% (n = 79,000)
Starred values were filed as active, the others as inactive; · = no result given; & = joins results of further samples; [ ] = another dose, or the depositor's remark. Rule for the calls: active = growth percent below 10; inactive = the rest. This is a random part of the collection. Share with any hit: about 12%.

1: CCCCC(C=O)(CC)CCC#N (stereo not drawn)
2: CC(=O)NC(C)(C)C(=O)N1CCC[C@H]1C(=O)NC(C)(C)C(=O)N[C@@H](C)C(=O)NC(C)(C)C(=O)NC(C)(C)C(=O)N[C@@H](CCC(N)=O)C(=O)NC(C)(C)C(=O)N[C@H](C(=O)NC(C)(C)C(=O)NCC(=O)N[C@@H](CC(C)C)C(=O)NC(C)(C)C(=O)N1CCC[C@H]1C(=O)N[C@H](C(=O)NC(C)(C)C(=O)NC(C)(C)C(=O)N[C@@H](CCC(N)=O)C(=O)N[C@@H](CCC(N)=O)C(=O)N[C@H](CO)Cc1ccccc1)C(C)C)C(C)C
3: CCC1SC(=S)N(CCc2ccc(OC)c(OC)c2)C1=O (stereo not drawn)
4: O=C(O)c1occ(Cl)c1Cl
5: C=C(C[C@@](O)(C(=O)Oc1ccccc1)[C@H](O)CC)c1ccccc1
6: O=C(C(=O)N1CCOCC1)c1ccc(O[C@H]2O[C@H](CO)[C@@H](O)[C@H](O)[C@@H]2O)cc1
7: COc1ccc(-n2c(SCC(=O)NNS(=O)(=O)c3ccccc3)nc3cc(OC)c(OC)cc3c2=O)cc1
8: O=CNCCc1ccccc1

Screen / compound no.	1	2	3	4	5	6	7	8
NCI-H460	108	30[4.25 µM]	105	118	105	·	115	111
NCI-H23	91	21[4.25 µM]	101	112	103	100	·	102
KM12	109	36[4.25 µM]	88	110	108	110	103	131
NCI/ADR-RES	96	101[4.25 µM]	99	111	105	105	104	106
NCI-H322M	110	71[4.25 µM]	102	116	95	92	99	106
NCI-H522	105	11[4.25 µM]	86	116	86	94	94	104
COLO 205	102	-25*[4.25 µM]	126	114	107	119	121	103
NCI-H226	104	30[4.25 µM]	108	114	100	96	106	99
IGROV1	106	46[4.25 µM]	101	120	109	106	103	110

9: CCc1nc2cc(/C=C/C(=O)NO)ccc2c(=O)n1CCc1ccc(F)cc1
10: COc1cccc(/C=C2\Oc3ccc(O)cc3C2=O)c1
11: CCCCN1C(=O)CC(SC2CC(=O)N(CCCC)C2=O)C1=O (stereo not drawn)
12: CCOc1cc2c(cc1OCC)C(c1cc(OC)c(O)c(OC)c1)NCC2 (stereo not drawn)
13: Cc1cc(NS(=O)(=O)c2ccc(-c3cnc(C4CC4)o3)cc2)ccc1I
14: Cc1ccc(CSc2nc(-c3ccc(F)cc3)c(C#N)c(N3CCNCC3)n2)cc1
15: CC(=O)Nc1nc(C)c(CCC2OCCO2)c(Cl)n1
16: O=[N+]([O-])c1ccc(N=Nc2ccccc2)cc1

Screen / compound no.	9	10	11	12	13	14	15	16
NCI-H460	4.2*	104	108	103	22	108	111	120
NCI-H23	1.1*	103	98	97	38	111	110	90
KM12	12	108	107	104	27	102	99	96
NCI/ADR-RES	4.3*	106	111	102	14	129	112	95
NCI-H322M	19	105	·	94	46	105	110	80
NCI-H522	3.7*	83	·	90	31	100	97	81
COLO 205	-36*	·	102	100	23	120	102	·
NCI-H226	20	·	104	94	58	112	99	89
IGROV1	28	115	·	107	37	105	116	90

17: O=C(CCCOc1ccc(Cl)cc1Cl)OCCOc1ccc(Cl)cc1Cl
18: CCCCCCCOc1nc2c(c(=O)n(C)c(=O)n2C)n1C
19: CC(=O)Nc1cc2c(O)c(N=Nc3ccc(C(=O)Nc4ccc(N=Nc5ccc(S(=O)(=O)O)cc5)cc4)cc3)c(S(=O)(=O)O)cc2cc1S(=O)(=O)O
20: COc1ccc(-c2nn(C(=O)NCCN3CCOCC3)cc2-c2ccncc2)cc1Cl
21: NC(=O)CCCCC(N)=O
22: C=C(C)[C@@H]1CC[C@]2(NC(=O)Nc3ccccn3)CC[C@]3(C)[C@H](CC[C@@H]4[C@@]5(C)CCC(=O)C(C)(C)[C@@H]5CC[C@]43C)[C@@H]12
23: NC(=O)OC[C@H](N)C(=O)O
24: COc1cc2c3c(n(CCCNC4CCC4)c(=O)c2cc1OC)-c1cc2c(cc1C3=O)OCO2

Screen / compound no.	17	18	19	20	21	22	23	24
NCI-H460	109	104	106	105	105	83	108[20 µM]	-50*
NCI-H23	92	102	98	102	106	90	95[20 µM]	-68*
KM12	102	104	103	97	111	92	103[20 µM]	39
NCI/ADR-RES	97	102	99	89	109	92	107[20 µM]	-32*
NCI-H322M	·	113	94	·	92	96	105[20 µM]	-38*
NCI-H522	92	97	97	59	103	80	91[20 µM]	-45*
COLO 205	110	104	104	101	125	88	107[20 µM]	-80*
NCI-H226	100	98	113	107	101	70	100[20 µM]	71
IGROV1	101	112	108	81	99	97	103[20 µM]	-53*

Complete entries, quoted from the list. Order of values: NCI-H460, NCI-H23, KM12, NCI/ADR-RES, NCI-H322M, NCI-H522, COLO 205, NCI-H226, IGROV1
Shown for CC(=O)Nc1cc2c(O)c(N=Nc3ccc(C(=O)Nc4ccc(N=Nc5ccc(S(=O)(=O)O)cc5)cc4)cc3)c(S(=O)(=O)O)cc2cc1S(=O)(=O)O : 106, 98, 103, 99, 94, 97, 104, 113, 108
Shown for COc1cc2c3c(n(CCCNC4CCC4)c(=O)c2cc1OC)-c1cc2c(cc1C3=O)OCO2 : -50*, -68*, 39, -32*, -38*, -45*, -80*, 71, -53*
Shown for NC(=O)OC[C@H](N)C(=O)O : 108[20 µM], 95[20 µM], 103[20 µM], 107[20 µM], 105[20 µM], 91[20 µM], 107[20 µM], 100[20 µM], 103[20 µM]

(continued)
25: COc1ccc(-c2nnc(COc3ccccc3Cl)o2)cc1
26: Cc1ccc2c(c1)/C(=C/c1sc(=S)[nH]c1O)C(C(=O)O)=N2
27: Cc1cc(Cl)ccc1NC(=O)/N=C1\NC(=O)CS1
28: NC(CCC(=O)O)CC(=O)O (stereo not drawn)
29: COc1ccc(Oc2ccc(/C=C/C(=O)c3cc4ccccc4oc3=O)cc2)cc1
30: C#CCOC(=O)CNC(=O)[C@@]1(C)CC[C@]2(C)CC[C@]3(C)C(=CC(=O)[C@@H]4[C@@]5(C)CCC(=O)C(C)(C)[C@@H]5CC[C@]43C)[C@@H]2C1
31: C#CC1(OCC2CN(c3ccccc3)C(=O)O2)CCCCC1 (stereo not drawn)
32: O=C1Nc2ccccc2/C1=C\c1nc(C2CCN(S(=O)(=O)c3ccc(F)cc3)CC2)n2ccccc12

Screen / compound no.	25	26	27	28	29	30	31	32
NCI-H460	104	113	107	101	102	117	107	65
NCI-H23	97	109	96	113	81	105	101	42
KM12	98	101	97	103	86	103	99	66
NCI/ADR-RES	95	112	108	112	86	97	·	17
NCI-H322M	93	97	88	103	84	98	112	56
NCI-H522	71	73	92	98	65	89	·	16
COLO 205	100	107	115	114	120	123	92	79
NCI-H226	103	123	·	105	92	112	95	41
IGROV1	99	111	95	103	70	106	107	57

33: COc1ccc(C2N(c3ccc([N+](=O)[O-])cc3)N=C(C(C)=O)N2[C@H]2[C@H](OC(C)=O)O[C@H](COC(C)=O)[C@@H](OC(C)=O)[C@@H]2OC(C)=O)cc1 (stereo partly drawn)
34: COc1cc(-n2cc(C#N)c(N)c2C(=O)c2ccc(Cl)cc2Cl)cc(OC)c1OC
35: N#Cc1c(-c2ccccc2)nc2c(c(-c3ccccc3)nn2-c2ccccc2)c1-c1ccc(N2CCOCC2)cc1
36: Cc1c(-c2c(Cl)cccc2Cl)noc1CN(C)C
37: CC1OC(O[C@H]2/C=C/C=C/C=C/C=C/C=C/C=C/C=C/[C@H](C)[C@@H](O)[C@@H](C)[C@H](C)OC(=O)CC(O)CC(O)CCC(O)C(O)CC(O)C[C@]3(O)C[C@H](O)C(C(=O)O)C(C2)O3)C(O)[C@H](N)C1O (stereo partly drawn)
38: CCNCCCC(C)Nc1cc(OC)cc2cccnc12 (stereo not drawn)
39: COc1cc2[nH]c(C(=O)c3cc(OC)c(OC)c(OC)c3)c(N)c2cc1C#Cc1ccccc1
40: CCCCCN(CCCCC)CC(O)CN1CCCc2ccccc21 (stereo not drawn)

Screen / compound no.	33	34	35	36	37	38	39	40
NCI-H460	76	106	92	106	-56*	104	85	87
NCI-H23	79	98	97	105	-30*	93	82	72
KM12	82	100	96	101	42	112	74	89
NCI/ADR-RES	75	93	95	100	-30*	90	71	80
NCI-H322M	85	105	92	101	20	101	86	85
NCI-H522	57	84	92	104	16	65	64	65
COLO 205	109	111	80	115	38	90	92	77
NCI-H226	77	97	93	98	-9.7*	94	77	85
IGROV1	91	109	88	109	17	67	78	75

Exported with values under each structure: entries from further up
Results follow in this order: NCI-H460 | NCI-H23 | KM12 | NCI/ADR-RES | NCI-H322M | NCI-H522 | COLO 205 | NCI-H226 | IGROV1
33. COc1ccc(C2N(c3ccc([N+](=O)[O-])cc3)N=C(C(C)=O)N2[C@H]2[C@H](OC(C)=O)O[C@H](COC(C)=O)[C@@H](OC(C)=O)[C@@H]2OC(C)=O)cc1 (stereo partly drawn)
    76 | 79 | 82 | 75 | 85 | 57 | 109 | 77 | 91
34. COc1cc(-n2cc(C#N)c(N)c2C(=O)c2ccc(Cl)cc2Cl)cc(OC)c1OC
    106 | 98 | 100 | 93 | 105 | 84 | 111 | 97 | 109
35. N#Cc1c(-c2ccccc2)nc2c(c(-c3ccccc3)nn2-c2ccccc2)c1-c1ccc(N2CCOCC2)cc1
    92 | 97 | 96 | 95 | 92 | 92 | 80 | 93 | 88
36. Cc1c(-c2c(Cl)cccc2Cl)noc1CN(C)C
    106 | 105 | 101 | 100 | 101 | 104 | 115 | 98 | 109

Next entries.
41: CC(=O)N[C@H](C(=O)N[C@@H](CCCNC(=N)N)C(=O)N[C@@H](CCCCN)C(=O)N[C@@H](CCCNC(=N)N)C(=O)NC(C(=O)N[C@@H](CC(C)C)C(=O)N[C@@H](CCCNC(=N)N)C(=O)N[C@@]1(C)CCC/C=C\CCC[C@@](C)(C(=O)N[C@@H](CCCNC(=N)N)C(=O)N[C@@H](CCC(=O)O)C(=O)N[C@@H](CC(C)C)C(=O)N[C@H](C(=O)N[C@@H](CCC(=O)O)C(N)=O)C(C)C)NC(=O)[C@H](CCC(N)=O)NC(=O)[C@H](CC(C)C)NC(=O)[C@H](CC(C)C)NC1=O)[C@@H](C)O)C(C)C (stereo partly drawn)
42: O=C(O)c1c[nH]c(=O)cc1O
43: COC(=O)/C=C1/SC(=Nc2ccc(F)cc2)N(CCc2c[nH]c3ccc(O)cc23)C1=O
44: CCOC1=C(Cl)C(=O)C(OCC)=C(Cl)C1=O
45: COc1ccc(Oc2nc(Nc3ccc(N4CCOCC4)cc3)ncc2NC(N)=O)cc1
46: O=C1O[C@@H](c2ccccc2Cl)[C@@H]2c3cc4c(cc3CCN12)OCO4
47: CCCCCCCC/C=C\CCCCCCCC(=O)OCCCCCCCCCCCCCCCCC
48: CCOC(=O)Cn1cnc(C)c1

Screen / compound no.	41	42	43	44	45	46	47	48
NCI-H460	-64*	110	25	109	104	101	113&117	109
NCI-H23	-35*	97	62	107	93	103	99&100	104
KM12	-41*	100	38	98	102	98	104&102	102
NCI/ADR-RES	17	105	33	100	98	104	·	109
NCI-H322M	·	106	92	95	104	89	116&115	103
NCI-H522	37	95	24	·	85	82	106&103	99
COLO 205	-53*	113	78	104	114	110	114&106	100
NCI-H226	7.2*	107	63	103	96	94	100&102	101
IGROV1	60	108	25	99	112	94	107&119	95

49: COc1ccc2c3c([nH]c2c1)C(C)N(C(C)=O)CC3 (stereo not drawn)
50: CN(C)Cc1ccc(Br)cc1
51: c1cncc(-c2ccnc3ccnn23)c1
52: O=Cc1cn(S(=O)(=O)c2cccc3ccccc23)c2ccccc12
53: CCN1/C(=C/C=C/c2n(-c3ccccc3)c3ccc(-c4nc5ccccc5s4)cc3[n+]2CC)N(c2ccccc2)c2ccc(-c3nc4ccccc4s3)cc21
54: CN1CCN(C(=O)N/C(N)=N/c2nc3ccccc3s2)CC1
55: Cc1ccccc1NC(=O)c1sc2nc(C)c(C(C)O)cc2c1N (stereo not drawn)
56: Cc1ccc(-c2nc(Nc3cccc(C(=O)O)c3)c3ccccc3n2)cc1

Screen / compound no.	49	50	51	52	53	54	55	56
NCI-H460	103	105	106	100	-1.6*	86	35	98
NCI-H23	96	97	101	87	-0.9*	71	79	95
KM12	98	105	109	101	11	95	28	68
NCI/ADR-RES	100	102	101	96	52	79	29	89
NCI-H322M	97	·	108	92	14	67	86	100
NCI-H522	77	95	89	98	-0.4*	82	33	87
COLO 205	122	100	118	117	-5.0*	85	40	125
NCI-H226	94	100	98	84	0.2*	68	89	75
IGROV1	80	115	111	90	14	84	58	107

57: Cc1ccc(C(=O)Nc2ccc(CNCCN3CCOCC3)c(C(F)(F)F)c2)cc1C#Cc1cnc2cccnn12
58: N#CCC1=NC(c2cccs2)=Nc2ccccc2S1
59: COc1ccc(C2N=C(N)NC(Nc3nn[nH]n3)=N2)cc1 (stereo not drawn)
60: CCCCOc1nc2ccc(Cl)cc2cc1/C=C/C(=O)/C=C(/C=C/c1cc2cc(Cl)ccc2nc1OCCCC)OB(F)F

Screen / compound no.	57	58	59	60
NCI-H460	19	98	117	106
NCI-H23	22	95	101	106
KM12	1.8*	95	103	104
NCI/ADR-RES	5.7*	98	99	113
NCI-H322M	48	101	105	99
NCI-H522	4.8*	57	98	85
COLO 205	-19*	107	121	107
NCI-H226	20	82	102	108
IGROV1	11	86	113	112

Down the list, from the results shown.
NCI-H23 for nos. 57 to 60, in order: 22, 95, 101, 106
NCI-H460 for nos. 57 to 60, in order: 19, 98, 117, 106
NCI-H226 for nos. 57 to 60, in order: 20, 82, 102, 108
